Bioassay records as filed in PubChem.
FadD28 binding: M. tuberculosis FadD28 bisubstrate binding inhibition; inhibition, % at 12.5 µM; AID 588549; FadD28 bisubstrate probe binding, fluorescence polarization; 360,000 compounds, 0.22% hits; in the data active = inhibition above about 8.5%, passing the limit was not always enough; inconclusive = no clear call, values can overlap the other calls
GDH-TPI counter: inhibits GDH-TPI coupling enzymes, artifact for Mtb FBA screen. 360,000 compounds, 1.2% hits. GDH-TPI coupled enzyme counterscreen, NADH absorbance. inhibition, % at 4.8 µM; in the data active = inhibition above about 30%;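 note: 0% = DMSO wells and 100% = wells lacking the enzyme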
PfHsp40 rescue: rescue of PfHsp40-mediated yeast toxicity | S. cerevisiae expressing PfHsp40, growth rescue, ATP luminescence | growth rescue, % at 12.5 µM | 340,000 compounds, 0.68% hits | AID 504582; in the data active = growth rescue above about 28%, passing the limit was not always enough; inconclusive = no clear call, values can overlap the other calls;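 note: yeast W303a lacking pdr1 and pdr3 grown in galactose medium; growth measured after three days at 30 °C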
UGM FP inh: Mtb UDP-galactopyranose mutase inhibition | 320,000 compounds, 0.06% hits | P9WIQ1 | purified UGM, fluorescence polarization probe displacement | inhibition, % at 10 µM | AID 504406; in the data active = inhibition above about 10%, passing the limit was not always enough; inconclusive = no clear call, values can overlap the other calls
Target sequence (P9WIQ1 whole entry, looked up): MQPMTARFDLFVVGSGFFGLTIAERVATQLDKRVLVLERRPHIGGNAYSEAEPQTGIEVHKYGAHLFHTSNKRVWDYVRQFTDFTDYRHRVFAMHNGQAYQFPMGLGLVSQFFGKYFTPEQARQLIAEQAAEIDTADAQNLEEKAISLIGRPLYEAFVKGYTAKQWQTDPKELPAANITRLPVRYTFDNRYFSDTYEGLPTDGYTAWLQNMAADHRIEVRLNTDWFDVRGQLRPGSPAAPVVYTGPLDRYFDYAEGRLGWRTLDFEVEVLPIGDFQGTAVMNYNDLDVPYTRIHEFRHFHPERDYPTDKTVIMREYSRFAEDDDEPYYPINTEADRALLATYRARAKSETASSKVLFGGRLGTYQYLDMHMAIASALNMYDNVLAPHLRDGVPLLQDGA
Anthrax LF prot: anthrax lethal factor protease inhibition | inhibition, % at 10 µM | 360,000 compounds, 0.12% hits | AID 588501 | multiplex microsphere protease cleavage assay, LF | P15917; note: plate controls were buffer without enzyme for full effect and enzyme alone for no effect
BioA inh: inhibitors of Mycobacterium tuberculosis BioA enzyme; 360,000 compounds, 0.096% hits; AID 602481; inhibition, % at 9.99 µM; purified M. tuberculosis BioA enzyme, plate reader; in the data active = inhibition above about 40%; inconclusive = no clear call, values can overlap the other calls
BoNT-F LC inh: blocks Botulinum neurotoxin F light chain protease | 360,000 compounds, 0.22% hits | Multiplex microsphere protease cleavage assay, flow cytometry | inhibition, % at 10 µM | AID 588497; in the data active = inhibition above about 35%, passing the limit was not always enough; inconclusive = no clear call, values can overlap the other calls; note: plate controls were buffer without enzyme for full effect and enzyme alone for no effect
BoNT-A LC inh2: blocks Botulinum neurotoxin A light chain protease; multiplex microsphere protease substrate cleavage, flow cytometry; inhibition, % at 10 µM; 360,000 compounds, 0.17% hits; AID 588499; note: plate controls were buffer without enzyme for full effect and enzyme alone for no effect
Mtb FBA inh: inhibitors of M. tuberculosis fructose-bisphosphate aldolase; 360,000 compounds, 2.3% hits; P9WQA3; AID 588726; inhibition, % at 1 µM; purified M. tuberculosis FBA, fluorescence read-out; in the data active = inhibition above about 27%;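 note: 0% = vehicle and 100% = reference inhibitor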
Target sequence (P9WQA3 whole entry, looked up): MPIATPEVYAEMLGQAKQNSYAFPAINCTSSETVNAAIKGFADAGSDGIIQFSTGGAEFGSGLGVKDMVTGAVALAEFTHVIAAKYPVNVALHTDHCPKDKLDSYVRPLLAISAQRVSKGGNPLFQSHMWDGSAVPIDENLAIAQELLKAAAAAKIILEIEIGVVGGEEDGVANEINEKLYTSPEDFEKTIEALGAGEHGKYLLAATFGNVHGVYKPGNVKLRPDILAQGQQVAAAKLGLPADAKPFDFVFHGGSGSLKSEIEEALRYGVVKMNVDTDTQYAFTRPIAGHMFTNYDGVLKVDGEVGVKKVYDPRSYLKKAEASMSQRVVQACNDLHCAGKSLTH
Starred values were filed as active, the others as inactive; ? = inconclusive; nt = no result given; & = joins results of further samples. Cut-off read from the data, not from the text of the source, unless noted: active = inhibition above about 30%; inconclusive = no clear call, values can overlap the other calls; inactive = below that. This is a random part of the collection; any-hit rate near 4.7%.

No.	molecule	UGM FP inh	BoNT-A LC inh2	GDH-TPI counter	BoNT-F LC inh	Anthrax LF prot
1	CCOC(=O)c1sc(C)c(C(N)=O)c1NC1=NCCCCC1	1.4	-0.6	6	-3	1
2	S=C(c1ccc2c(c1)OCO2)N1CCCCC1	-2.6	-0.1	0	0	-5
3	c1ccc(Cn2nnnc2C(c2ccccc2)N2CCN(c3nc4ccccc4s3)CC2)cc1 (configuration not stated)	-0.3	0.2	-2	-10	-2
4	CCNC(=O)CC1C(=O)N(CC)C(=S)N1NC(=O)c1ccc(Cl)cc1 (configuration not stated)	-0.8	-0.5	-6	2	-4
5	NS(=O)(=O)c1cccc(NC(=O)CN2CCN(S(=O)(=O)c3ccc4c(c3)OCCO4)CC2)c1	0.3	-0.1	-1	-1	-1
6	Cc1ccc(S(=O)(=O)NCCC(=O)NCc2ccc(Cl)cc2)cc1C	1.7	-1.0	3	-19	0
7	COCCn1c(SCC(=O)N2CCC(C)CC2)nc2ccccc2c1=O	0.3	0.1	1	3	0
8	COc1ccc(CCNC(=O)CC2Oc3ccc(Cl)cc3NC2=O)cc1OC (configuration not stated)	1.7	-0.1	2	-2	-3
9	COc1ccc(/C=N/NC(=O)C(Cc2c[nH]c3ccccc23)NC(=O)OCC(C)C)cc1[N+](=O)[O-] (configuration not stated)	-3.4	-2.6	7	-38	-14
10	COc1ccccc1NS(=O)(=O)c1ccc(C(N)=O)cc1	-0.5	-2.6	3	-3	-3
11	CCn1nc(C)c(/C=N/NC(=O)c2nc3nc(C)cc(C)n3n2)c1C	0.9	2.9	28	?	34*
12	CN(C)CCN1C(=O)C(=O)/C(=C(/O)c2ccc(S(=O)(=O)N3CCOCC3)cc2)C1c1ccccc1 (configuration not stated)	0.8	-0.3	11	-5	1
13	COc1ccc(-n2c(Cc3ccccc3)nnc2SCC(=O)N2CCCc3ccccc32)cc1	-0.3	0.2	-4	-13	-6
14	O=C(Nc1ccc(F)cc1)Nc1cccnc1	1.3	0.3	8	-10	-4
15	COc1ccc(OC)c(C2C3=C(COC3=O)Nc3cc4c(cc32)OCO4)c1 (configuration not stated)	-2.2	5.5	10	7	-9

No.	FadD28 binding	Mtb FBA inh	BioA inh	PfHsp40 rescue
1	-3.0	13	1.8	2.4
2	-3.4	-5	0.5	1.9
3	-1.9	-1	1.9	2.3
4	-3.2	2	-2.1	-0.2
5	-0.1	-2	nt	-1.8
6	-3.6	-3	-1.4	3.5
7	0.3	-1	0.3	0.6
8	-3.3	-2	-1.4	-0.5
9	-0.3	-3	-3.3	-0.1
10	-1.4	5	nt	-0.9
11	-2.3	0	-1.1	-0.3
12	-0.5	3	1.6	0.4
13	-3.6	-2	0.0	1.0
14	-2.7	4	5.5	-2.1
15	-1.4	23	-2.5	8.2

More results
No.	molecule	UGM FP inh	BoNT-A LC inh2	GDH-TPI counter	BoNT-F LC inh	Anthrax LF prot
16	CC1Sc2ccc(C#N)cc2N(Cc2cccc(C(F)(F)F)c2)C1=O (configuration not stated)	nt	-0.5	-6	-5	-5
17	CCOC(=O)c1nc2ccc(C)cc2c2c1C1CC(c3c(Cl)cccc31)N2C(=O)OCc1ccccc1 (configuration not stated)	nt	-0.1	10	-6	-9
18	CN1CCN(S(=O)(=O)c2ccc(NC(=S)NC(=O)C(C)(C)C)cc2)CC1	1.8	0.0	1	-1	-2
19	CCOC(=O)c1sc(NC(=O)Nc2ccccc2)cc1C	2.4	-0.2	6	-3	-1
20	O=C(Nc1c2c(nc3ccccc13)CCCC2)c1ccccc1Br	0.1	0.8	-1	0	-1
21	CC1(C)CC(=O)C(C=NCCN2CCN(C(=O)Cc3ccc(F)cc3)CC2)=C(O)C1	1.4	-1.0	-8	0	3
22	CCOC(=O)c1noc(C)c1C(=O)Nc1nccs1	0.2	0.9	-4	-4	-9
23	O=C(COc1ccccc1Cl)Nc1ccccc1C(=O)Nc1cccc(C(=O)O)c1	-0.4	1.2	-14	-1	6
24	O=C(NCCNc1ccc([N+](=O)[O-])cc1)c1cccc(Br)c1	-4.4	-0.5	10	-2	0
25	CN(C)Cc1ccccc1C1(O)c2ccccc2CSc2ccccc21 (configuration not stated)	-0.6	0.3	-12	-3	-1
26	CCOc1ccc(-c2n[nH]c(=S)n2/N=C/c2cc3c(cc2[N+](=O)[O-])OCO3)cc1	-4.3	-0.1	17	-8	-3
27	CC1(C(=O)NS(=O)(=O)c2ccc(F)cc2F)CCN1C(=O)CCc1ccc(Cl)cc1Cl (configuration not stated)	nt	0.4	5	5	0
28	COc1ccc(NC(=O)C2Cc3cc(S(=O)(=O)N4CCCCC4)ccc3N2C(C)=O)cc1Cl (configuration not stated)	0.4	?	4	?	?
29	Cc1noc(C)c1COC(=O)C1(c2cccc(F)c2)CCCC1	-0.4	-0.1	10	26	-3
30	C/C=C/c1ccc(O)c(OC)c1	-3.7	0.8	1	-5	3

No.	FadD28 binding	Mtb FBA inh	BioA inh	PfHsp40 rescue
16	-3.0	-4	1.6	nt
17	-4.1	-2	-2.6	nt
18	-4.2	-1	nt	1.1
19	-1.5	0	nt	0.6
20	-2.7	-1	0.3	-0.5
21	-0.9	3	3.6	0.0
22	-2.2	4	-1.5	0.2
23	-1.4	-1	0.6	-1.3
24	-4.7	-7	-1.1	0.3
25	-5.0	-3	nt	-0.2
26	-2.7	0	-0.7	-0.8
27	-2.1	-2	-1.8	nt
28	-1.7	-2	-0.6	-0.5
29	-0.6	0	0.1	1.7
30	-3.4	-1	0.2	-1.8

Entries from the list above with bromine (two):
No.	molecule	UGM FP inh	BoNT-A LC inh2	GDH-TPI counter	BoNT-F LC inh	Anthrax LF prot
20	O=C(Nc1c2c(nc3ccccc13)CCCC2)c1ccccc1Br	0.1	0.8	-1	0	-1
24	O=C(NCCNc1ccc([N+](=O)[O-])cc1)c1cccc(Br)c1	-4.4	-0.5	10	-2	0

No.	FadD28 binding	Mtb FBA inh	BioA inh	PfHsp40 rescue
20	-2.7	-1	0.3	-0.5
24	-4.7	-7	-1.1	0.3

Further compounds follow.
No.	molecule	UGM FP inh	BoNT-A LC inh2	GDH-TPI counter	BoNT-F LC inh	Anthrax LF prot
31	COCCn1c(SCC(=O)Nc2c(C)n(C)n(-c3ccccc3)c2=O)nc2ccccc2c1=O	-0.3	-2.4	5	-11	-4
32	COc1ccc(C(=O)NC(=S)Nc2cc3oc4ccccc4c3cc2OC)cc1	2.3	0.3	4	-2	0
33	C[C@@H]1CN([C@H](C)CO)S(=O)(=O)c2ccc(-c3ccc(C(=O)N(C)C)cc3)cc2O[C@H]1CN(C)C(=O)Cc1ccccn1	nt	-0.5	18	2	0
34	C[C@H](CO)N1C[C@H](C)[C@@H](CN(C)Cc2ccc(Oc3ccccc3)cc2)Oc2c(NS(=O)(=O)c3cn(C)cn3)cccc2C1=O	-8.0	0.3	10	-2	-12
35	Nc1ccc(C(=O)N/N=C/c2ccccc2)cc1	2.8	0.5	20	9	0
36	Cc1c(N(C(=O)c2cnccn2)C2(C(=O)NC3CCCC3)CCCCC2)c(=O)n(-c2ccccc2)n1C	1.3	-0.8	9	-9	3
37	COc1ccc(/C=C/C(=O)OCC(=O)c2c[nH]c3ccccc23)cc1	-1.1	-3.1	18	-10	-8
38	COc1ccc(CC(=O)OC(C)CN2CCCC2)cc1 (configuration not stated)	3.0	-0.5	7	-45	2
39	COc1ccc(-c2cc(C(F)(F)F)n3ncc(C(=O)NCc4ccco4)c3n2)cc1	1.5	0.7	24	11	0
40	O=C(Cn1c(=O)oc2ccccc21)N1CCN(c2ccc(N3CCOCC3)nn2)CC1	-0.9	-0.1	14	-5	-8
41	COc1ccc(N2CCN(Cc3cc(=O)c(OCC(=O)NC4CCCC4)co3)CC2)cc1	-0.2	0.9	8	8	3
42	COc1cc(Cl)ccc1OCc1cc(C(=O)N2CCN(C)CC2)no1	3.5	0.2	12	1	0
43	Cc1cc(C(=O)NCC(=O)OCC(=O)NCC2CCCO2)ccc1[N+](=O)[O-] (configuration not stated)	3.2	nt	-2	nt	nt
44	CN(C)CCCNc1ccc(-c2cc(Nc3cccc(Cl)c3)ncn2)cn1	-2.4	-0.2	16	-3	-8
45	CCSc1nc2sc3c(c2c(=O)[nH]1)CCCC3	-2.0	0.4	6	-3	7

No.	FadD28 binding	Mtb FBA inh	BioA inh	PfHsp40 rescue
31	0.1	-1	-2.3	-0.6
32	-0.7	5	nt	-0.9
33	-1.8	3	-6.4&1.5&4.3	nt
34	-0.4	9	0.6	-1.8
35	-3.5	0	1.3	0.7
36	0.5	1	-0.2	0.8
37	nt	1	-0.9	-2.1
38	-1.8	-6	-0.1	-1.4
39	0.2	30*	-1.3	-0.3
40	-0.4	28*	3.6	-2.2
41	0.3	3	0.2	0.0
42	-0.5	2	-0.3	-0.6
43	-0.4	4	0.5	-1.1
44	-13	1	1.5	-0.8
45	-2.3	2	-2.3	-1.6

In a second layout: results already given
Results follow in this order: UGM FP inh	BoNT-A LC inh2	GDH-TPI counter	BoNT-F LC inh	Anthrax LF prot	FadD28 binding	Mtb FBA inh	BioA inh	PfHsp40 rescue
#39 COc1ccc(-c2cc(C(F)(F)F)n3ncc(C(=O)NCc4ccco4)c3n2)cc1
  1.5	0.7	24	11	0	0.2	30*	-1.3	-0.3
#40 O=C(Cn1c(=O)oc2ccccc21)N1CCN(c2ccc(N3CCOCC3)nn2)CC1
  -0.9	-0.1	14	-5	-8	-0.4	28*	3.6	-2.2

Remaining list, next part.
No.	molecule	UGM FP inh	BoNT-A LC inh2	GDH-TPI counter	BoNT-F LC inh	Anthrax LF prot
46	COc1ccccc1-c1cc(C(=O)Nc2cccnc2Cl)no1	-1.7	1.1	2	7	-1
47	Cn1nc(C(F)(F)F)c2cc(NC(=O)OCc3ccc(F)cc3)sc21	0.4	-0.5	8	-1	-4
48	O=C(Nc1ccccc1)Nc1ccno1	0.2	?	0	?	-20
49	Cc1ccc(-n2ccc(-c3nn(-c4ccccc4)ccc3=O)n2)cc1	0.9	0.9	10	-4	-2
50	Cc1cc(C)cc(N(CC(=O)Nc2ccc(C(F)(F)F)cc2)S(=O)(=O)c2c(C)[nH]c(=O)[nH]c2=O)c1	-1.1	-0.7	10	5	1
51	Cc1ccccc1S(=O)(=O)N1C[C@H]2CON(C)[C@H]2C[C@H]1c1cccc(Oc2ccccc2)c1	nt	-0.3	-14	-2	-1
52	CC(C)(C)C(=O)Nc1nnc([C@H]2C[C@H](O)[C@@H](CO)O2)s1	nt	-0.1	8	7	-3

No.	FadD28 binding	Mtb FBA inh	BioA inh	PfHsp40 rescue
46	0.2	3	-0.7	-1.7
47	-2.6	-1	0.2	?
48	-0.2	2	nt	1.2
49	-4.1	-1	nt	-1.2
50	-12	4	1.6	-0.6
51	-3.2	2	-1.2	0.5
52	0.2	4	-2.9	nt
